# Wnt bcat act – activates Wnt/beta-catenin signaling in a reporter cell assay | activation, % at 9.35 µM | 300,000 tested, 1.2% active | activator, plate reader; in the data active = activation above about 30%, passing the limit was not always enough; inconclusive = no clear call, values can overlap the other calls;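 also: 0% = neutral control wells and 100% = positive control wells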
# Tat transport – E. coli Tat transport inhibition | inhibition, % at 10 µM | E. coli MC4100 TorA-mCherry Tat export, fluorescence | AID 488895 | 340,000 tested, 0.036% active;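 active = mean replicate inhibition at least 50% and at least half of replicates individually reaching 50%; inconclusive = only one of the two criteria met; inactive = neither criterion met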;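 also: exported cargo escapes ClpAP degradation while cytoplasmic cargo is degraded and loses fluorescence; 0% = median of neutral control wells and 100% = median of NaSCN control wells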
# CAL PDZ FP-1 – inhibitors of human CAL PDZ peptide binding. AID 504414. 330,000 tested, 0.02% active. inhibition, % at 20 µM. purified CAL PDZ, TMR-peptide fluorescence polarization, 1 h. Q9HD26;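 active = highest replicate inhibition of at least 40%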;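 also: plate controls were DMSO neutral control wells for no effect and unlabeled competitor peptide control wells for full effect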
#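 Read-out basis: mP drop reported as inhibition | Assay system: Tagged CAL PDZ protein CerCALP, purified | Benchmarks: Unlabelled peptide for full inhibition, DMSO wells as neutral | Schedule: 1 h incubation at room temperature before polarization reading | Buffer or medium: Sodium phosphate/NaCl buffer pH 7.4 with TCEP, IgG, Thesit | Doses: Single point, 20 µM | Measured by: Fluorescence polarization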
# AddAB inh – less growth of phage-infected E. coli with AddAB; E. coli expressing H. pylori AddAB, absorbance growth; inhibition, % at 11.9 µM; 330,000 tested, 0.29% active; in the data active = inhibition above about 12%;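 also: 0% = vehicle wells of infected cells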
# phage Ecoli inh – E. coli growth loss with phage present; 360,000 tested, 0.26% active; inhibition, % at 11.9 µM; growth absorbance; in the data active = inhibition above about 11%
# SR-BI DiI inh – mouse SR-BI HDL lipid transfer inhibition | AID 488896 | 320,000 tested, 0.96% active | ldlA[mSR-BI] CHO cells, DiI-HDL uptake fluorescence, 3 h | inhibition, % at 12.5 µM;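 active = mean replicate inhibition of at least 70% and a set share of replicates each scoring 70 or more; inconclusive = meets just one of the two criteria; inactive = fails both criteria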;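 also: 0% = median of neutral control wells and 100% = median of positive control wells; values of inactives mirror those of a sister screen read the other way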
# Target sequence (Q61009 whole entry, looked up): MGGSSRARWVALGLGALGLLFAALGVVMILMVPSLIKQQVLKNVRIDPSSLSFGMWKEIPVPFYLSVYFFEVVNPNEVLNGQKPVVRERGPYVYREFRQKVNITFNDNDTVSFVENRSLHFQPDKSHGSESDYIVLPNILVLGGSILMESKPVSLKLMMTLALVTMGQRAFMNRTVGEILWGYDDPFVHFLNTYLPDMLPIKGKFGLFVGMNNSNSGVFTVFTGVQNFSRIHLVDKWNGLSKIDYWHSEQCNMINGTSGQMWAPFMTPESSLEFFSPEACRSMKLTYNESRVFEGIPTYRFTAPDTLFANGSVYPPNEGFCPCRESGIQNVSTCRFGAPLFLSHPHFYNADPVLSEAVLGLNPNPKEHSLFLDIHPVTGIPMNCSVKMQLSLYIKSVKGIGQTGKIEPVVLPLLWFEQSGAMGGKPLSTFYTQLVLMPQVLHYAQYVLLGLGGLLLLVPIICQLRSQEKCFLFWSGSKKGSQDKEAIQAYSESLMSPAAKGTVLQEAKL
# MITF act – MITF TRPM1 promoter activation in melanoma cells. SK-MEL-5 TRPM1-promoter luciferase, 24 h; % of positive control, neutral wells = 0. 300,000 tested, 0.75% active. activation, % at 12.5 µM. AID 588334;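 active = mean activation of at least 80% with every replicate also reaching 80%; inconclusive = mean reaches 80% but some replicate falls short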;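 also: 0% = neutral control wells and 100% = parthenolide positive control wells; values of inactives mirror those of a sister screen read the other way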
# CAL PDZ FP-2 – blocks peptide binding to the human CAL PDZ domain; Q9HD26; purified CAL PDZ, TMR-peptide fluorescence polarization, 1 h; inhibition, % at 24.9 µM; 300,000 tested, 0.92% active; AID 602252;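 active = mean inhibition of at least 30% with at least half of replicates also reaching 30%; inconclusive = no clear call, values can overlap the other calls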;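 also: 0% = DMSO neutral control and 100% = excess unlabeled competitor peptide PRC23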
# SR-BI DiI-HDL act – enhances SR-BI lipid uptake from DiI-HDL; AID 504775; CHO ldlA[mSR-BI] cells, DiI-HDL uptake fluorescence, 3 h; 100 = double the neutral-control signal; 320,000 tested, 0.096% active; activation, % at 12.5 µM;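 active = mean replicate activation of at least 60% and every replicate at or above 60%; inconclusive = mean or all-replicate condition met, but not both; inactive = mean below 60% and not all replicates reaching 60%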;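 also: 0% = median plate neutral-control signal and 100% = twice that signal; values of inactives mirror those of a sister screen read the other way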
#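 material = CHO ldlA[mSR-BI] cells | medium = Ham's F12 with 0.5% BSA, HEPES 25 mM, pH 7.4 | reagent = fluorescent DiI-HDL, 10 µg/mL final | compound dosing = single-point compound dose | incubation = 3 h, 37 °C | measured by = bottom-read fluorescence, 550/595 nm | measure = HDL uptake via cellular fluorescence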
# E coli growth – reduces bacterial viability in AddAB counter-screen. inhibition, % at 11.9 µM. E. coli V3065 growth, OD600 absorbance, 18 h. 330,000 tested, 0.27% active;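 active = inhibition above the campaign's mean inhibition across all tested compounds plus 3 SD, cut at about 9.9% in these data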;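 also: uninfected addAB+ strain grown without phage in ampicillin broth; 0% = DMSO wells and 100% = ciprofloxacin 0.95 µg/ml wells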
# * = called active by the depositor; i = inactive; ? = inconclusive; · = no result given.
canonical_smiles	CAL PDZ FP-1	CAL PDZ FP-2	E coli growth	SR-BI DiI inh	AddAB inh	SR-BI DiI-HDL act	Wnt bcat act	Tat transport	MITF act	phage Ecoli inh
O=C(NN1CCOCC1)c1ccccc1Br	-0.3	-1	-1.7	-13	1.0	13	1	3	·	0.6
O=C(NN1C(=O)c2ccccc2NC1c1cccnc1)c1ccc([N+](=O)[O-])cc1 (centres undefined)	1.0	·	3.3	-28	2.9	28	-1	-2	-22	-0.1
CCOC(=O)N1CCC(N(C(=O)Nc2ccccc2)C(C)CC)CC1 (centres undefined)	0.3	-3	0.2	12	0.4	-12	2	1	-1	-0.6
CCn1nc(C(=O)Nc2ccc(S(=O)(=O)Nc3nccs3)cc2)c2ccccc2c1=O	·	-4	-0.8	-1	-0.2	1	-5	-1	-32	3.3
COc1ccccc1-c1nc2ccc(Cl)cc2c(=O)n1O	-0.4	8	-1.3	-13	-0.2	13	-1	0	5	0.8
Cn1c(N2CCN(S(=O)(=O)c3ccc(F)cc3)CC2)nc2ccccc21	-0.1	2	-1.0	-3	0.8	3	-1	3	-8	4.3
Cc1nc(SCC(=O)Nc2cccc(Cl)c2)n[nH]1	0.4	1	3.0	13	-2.0	-13	·	-6	0	2.1
CCOc1ccc(CCNC(=O)C2CC(=O)N(C3CCCC3)C2)cc1OCC (centres undefined)	-0.6	0	-0.7	-21	0.2	21	·	-6	-5	-0.2
CCc1cc(CNC(=O)C2CCC(=O)N(Cc3ccc(Cl)cc3)C2)on1 (centres undefined)	-2.5	-3	0.3	8	2.7	-8	1	-13	-4	1.2
O=c1ccc(Cl)cn1Cc1ccccc1F	-1.6	0	-2.0	-1	-0.7	1	-4	-2	·	0.8
Cn1c(=O)[nH]c(=O)c2c1nc(N1CCCCCC1)n2CCN1CCCCCC1	-1.9	-1	2.0	-19	1.1	19	2	0	6	0.8
CN1CCN(c2ccc(S(=O)(=O)N3CCOCC3)cc2NC(=O)CCc2ccccc2)CC1	-0.6	1	-1.1	-14	2.4	14	2	0	-6	-2.0
Cc1cc(N2CCCc3ccccc32)n2ncnc2n1	-0.8	-1	-1.4	-7	1.9	7	2	3	-10	2.6
Cc1cccc(C)c1OCC(=O)OC/C(O)=C(\C#N)c1nc2ccccc2[nH]1	-0.7	-5	-1.6	2	-1.2	-2	-1	-7	9	1.2
O=C(CSc1nccc(=O)[nH]1)Nc1cccc(S(=O)(=O)N2CCOCC2)c1	-3.5	-3	0.0	·	-1.5	·	-3	-5	-11	-1.7
C/C(=N\Nc1ccc(Cl)c(C(=O)O)c1)c1cc2ccccc2o1	-1.7	-5	0.9	-10	2.1	10	0	3	-7	0.5
Cc1ccc(S(=O)(=O)NCC(=O)OC(C)C(=O)NC(=O)NC2CCCCC2)cc1C (centres undefined)	0.7	-3	-1.1	-12	3.2	12	8	10	1	1.8
CCN(C(=O)COC(=O)CCOc1cccc(C)c1)c1c(N)n(Cc2ccccc2)c(=O)[nH]c1=O	-2.1	-4	·	3	·	-3	1	13	-6	1.0
COc1ccccc1C(=O)Nc1nnc(-c2ccco2)s1	-5.8	·	0.0	33	3.6	-33	2	-1	51	1.7
Cc1ccccc1C(=O)Nc1ccc(C(=O)N/N=C/c2ccc(O)cc2)cc1	-2.8	-6	-1.5	70	2.0	-70	-1	7	-16	0.3
O=C(CCC(=O)N1CCN(c2ccccn2)CC1)Nc1nnc(C(F)(F)F)s1	0.5	-1	-0.4	-9	1.0	9	-1	-9	-2	2.5
Cc1ccccc1-n1nnnc1SCC(=O)NC1CC1	0.6	13	-0.9	-7	1.0	7	2	-5	10	2.2
Oc1ccc(NCc2ccccc2OCc2ccccc2F)cc1	1.5	·	-0.7	20	2.0	-20	-1	-5	·	2.5
Cc1ccc(C(=O)NCC(=O)OCCOc2cccc(Cl)c2)cc1	-0.9	·	1.5	-18	0.3	18	-1	9	4	0.7
O=C(N/N=C/c1c(Cl)cccc1Cl)c1ccccc1F	0.5	2	-3.9	22	-1.0	-22	3	-4	14	2.3
CC1(c2ccc3ccccc3c2)NC(=O)N(CC(=O)NCc2cccs2)C1=O (centres undefined)	-2.8	-3	-2.2	-6	4.5	6	0	-4	-7	1.9
OCCCCc1nccc2c1[nH]c1ccccc12	-3.2	-3	3.0	i	1.4	538*	-3	-14	3	2.9
COc1cccc(C(=O)Nc2ccc(Cl)c(C(F)(F)F)c2)c1	-0.8	-1	2.8	40	3.7	-40	27	-1	?	3.4
Cc1ccc(-n2nc3ccc(N)cc3n2)cc1	-1.1	-3	-2.8	15	0.6	-15	·	-9	-4	3.0
COc1cc(/C=N/n2c(COc3ccccc3)n[nH]c2=S)cc(Br)c1O	0.6	-4	-2.3	-15	-2.4	15	0	-2	-12	3.3

# (list continues)
canonical_smiles	CAL PDZ FP-1	CAL PDZ FP-2	E coli growth	SR-BI DiI inh	AddAB inh	SR-BI DiI-HDL act	Wnt bcat act	Tat transport	MITF act	phage Ecoli inh
Cc1ccc(C2(O)C(=O)c3ccccc3C2=O)c(O)c1C	0.9	-6	0.2	16	-1.6	-16	0	-5	·	0.4
CC(=O)c1ccc(OCC(=O)N(C2CCCCC2)C2CCS(=O)(=O)C2)cc1 (centres undefined)	-1.4	0	2.4	-6	-1.0	6	0	11	4	2.2
CCCCn1c(N)c(N(CC)C(=O)c2ccccc2C(F)(F)F)c(=O)[nH]c1=O	-0.5	-3	1.3	38	2.5	-38	-4	-1	4	0.0
Cc1cc(C)nc(-n2nc(C)cc2NC(=O)CNC(C)c2ccccc2)n1 (centres undefined)	-1.0	-1	-2.7	45	2.1	·	-10	9	3	3.5
CC(C)c1ccc(NC(=O)[C@H]2CSCN2C(=O)[C@@H]2CCC(=O)N2)cc1	-2.4	-4	-0.6	-1	2.3	1	1	-3	10	1.2
CCOC(CNC(=O)c1ccc2c(c1)ncn2-c1cccc(F)c1)OCC	-2.3	-4	1.0	3	1.3	-3	-8	1	-5	1.2
CC1=NN(c2ccccc2)C(=O)C1N=Nc1cccc(O)c1 (centres undefined)	-0.7	1	-0.5	28	0.6	-28	1	-10	·	0.9
COc1ccc(NC(=O)COC(=O)c2cc(Cl)ccc2O)cc1S(=O)(=O)N1CCCCC1	-1.2	-2	-1.4	14	1.3	-14	-2	1	-1	0.6
O=C(CCC(=O)c1cccs1)Nc1ccccc1F	·	-3	1.4	-14	2.7	14	·	-1	27	2.8
Nc1nc(CSc2nnnn2-c2ccccc2)nc(N2CCCc3ccccc32)n1	-4.7	-3	-1.5	31	-0.9	-31	·	4	6	0.6
CCOc1ccc2[nH]c(C(=O)N/N=C/c3cccc(OC)c3OC)cc2c1	-0.8	-4	0.2	22	1.9	-22	0	24	11	4.7
CC(=O)c1cc(CN2CCN(Cc3ccc(C)cc3)C(CCO)C2)cs1 (centres undefined)	-2.8	1	1.3	-19	1.8	19	-4	2	-4	4.4
COc1ccc(C)cc1NC(=O)CNC(c1ccccc1)c1ccccc1	1.3	0	2.4	40	0.7	-40	0	2	2	2.5
C[N+]1(C2CCC3CCC2C3O)CCCC1 (centres undefined)	-1.2	-3	1.6	-23	0.8	23	-1	-2	8	1.9
Cc1nc2ccc(S(=O)(=O)NCC(=O)N3CCN(c4ccccn4)CC3)cc2s1	-0.3	-4	0.9	-16	0.5	16	-1	4	-2	2.7
Cn1c(NCc2ccccc2)nc2c1c(=O)n(Cc1ccc(Br)cc1)c(=O)n2C	0.3	-2	1.2	2	3.7	-2	·	3	-8	1.7
Cc1c(Cl)cccc1NC(=S)NCCCN(C)C	-2.1	-4	0.3	-15	4.7	15	-2	0	-7	-0.9
Oc1ccc(Nc2nc(-c3cccnc3)cs2)cc1	1.2	1	-1.5	21	-0.7	-21	·	8	·	·
CC(=O)c1cc(-c2ccccc2)n(CC(=O)N2CCC(C)CC2)c1C	-2.5	0	-1.4	-21	1.7	21	0	-6	4	·
O=C(COc1ccccc1)Nc1c(C(=O)N2CCC(N3CCCCC3)CC2)oc2ccccc12	-1.7	-14	-0.1	-47	-1.1	47	-3	0	8	0.0
Cc1ccc(S(=O)(=O)N2CCN(C(=O)COC(=O)COc3ccccc3C(C)C)CC2)c(C)c1	3.8	-1	·	3	·	-3	0	38	8	-0.7
O=C(CCCCCn1c(=S)[nH]c2ccccc2c1=O)N1CCOCC1	-0.8	-1	2.2	8	3.1	-8	-2	1	·	3.3
Cc1ccc(N2C(=O)Nc3cc(Cl)c(Cl)cc3N2O)cc1Cl	-1.0	-1	0.2	-11	0.7	11	-5	-5	4	3.3
Cn1c2ccccc2c(=O)c2c(=O)n(-c3ccc(F)cc3)c(C3CCCCC3)nc21	-3.6	-2	·	·	·	·	-4	7	2	2.0
C#CCOCCOCCOCCNc1nc(N2CCN(C(=O)C([C@@H](C)CC)n3cc(C(N)CC(C)C)nn3)CC2)nc(N2CCN(C(=O)[C@H](CCC(=O)O)n3cc(C(N)CC(C)C)nn3)CC2)n1 (some centres undefined)	-0.1	-2	-3.6	9	-0.6	-9	·	6	-7	·
O=C(c1ccc(Cl)cc1)C1CCN(C(=O)c2ccc(F)cc2)CC1	0.1	-7	0.8	13	2.0	-13	-7	-4	·	1.5
Cc1ccc(S(=O)(=O)NNC2CC(=O)N(c3ccc(Br)cc3)C2=O)cc1 (centres undefined)	-0.8	2	-0.9	-12	-0.2	12	4	3	-14	2.6
Cc1nc(SCc2nc3ccc(Br)cc3[nH]2)c2oc3ccccc3c2n1	-2.6	3	1.9	-10	3.8	10	0	3	15	2.2
CNC(=O)c1cc(C(=O)c2ccc(F)cc2C(F)(F)F)c[nH]1	-1.3	6	-2.3	8	-1.3	-8	-3	-7	·	1.4
CC(=O)c1sc(NC(=O)CCCOc2ccccc2C)nc1C	-1.4	0	-0.7	25	-0.9	-25	-1	6	-1	3.1

# Continued.
canonical_smiles	CAL PDZ FP-1	CAL PDZ FP-2	E coli growth	SR-BI DiI inh	AddAB inh	SR-BI DiI-HDL act	Wnt bcat act	Tat transport	MITF act	phage Ecoli inh
COc1ccc(Nc2ccnc3ccccc23)cc1	-1.0	-1	-2.4	-2	1.7	2	·	-7	5	3.4
CN(C)/C=N/S(=O)(=O)c1ccc(Cl)c(Cl)c1	0.0	-1	1.5	-7	6.2	7	2	-5	·	2.9
O=c1[nH]c(CSc2ncc(C(F)(F)F)cc2Cl)nc2cc(C(F)(F)F)ccc12	-3.4	-2	1.2	5	-2.1	-5	-4	-10	-5	4.0
COc1ccc(N2CCN(C(=O)CCCOc3cc(=O)n(C)c4ccccc34)CC2)cc1	-0.7	-2	-1.4	32	-0.8	-32	-3	-8	-6	1.6
